Source: PubChem
RGS12 GoLoco inh: blocks human Gai1 binding to RGS12 GoLoco peptide, red readout | actives 0.44% (n = 230,000) | Gai1:RGS12 GoLoco peptide FP, rhodamine, 10 min | P63096 | Potency, µM (top dose mostly 61.6 µM), inactives show at the highest dose activity, negative = inhibition, most hits filed as inhibitors; active = well fitted inhibition curve with a large enough effect, not every such curve was filed as active; inactive = no such curve, though single readings can be large or run the other way; note: % is set by controls: 0 for no effect and ±100 for the full control effect; nearly all actives have a fitted effect of over 30% in size; many of its hits are not listed in these tables
Target sequence (P63096 whole entry, looked up): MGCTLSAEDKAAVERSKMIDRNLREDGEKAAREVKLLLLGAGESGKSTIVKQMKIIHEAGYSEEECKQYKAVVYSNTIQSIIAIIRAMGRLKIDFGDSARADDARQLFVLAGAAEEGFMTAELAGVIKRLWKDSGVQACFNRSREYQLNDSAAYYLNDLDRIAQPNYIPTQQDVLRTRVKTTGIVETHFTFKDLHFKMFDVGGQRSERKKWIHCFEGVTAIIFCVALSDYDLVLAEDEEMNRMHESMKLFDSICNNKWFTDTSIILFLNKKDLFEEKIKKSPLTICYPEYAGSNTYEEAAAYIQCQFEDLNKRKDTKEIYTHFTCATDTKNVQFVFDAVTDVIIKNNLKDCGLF
GAA spleen mod: inhibits or activates alpha-glucosidase in human spleen homogenate. Potency, µM (series often up to 79.9 µM), without a hit: top-dose activity change, negative = inhibition, most hits filed as inhibitors. P10253. actives 0.006% (n = 240,000). AID 2112. human spleen homogenate, 4-MU-alpha-glucoside fluorescence;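 note: 0% = enzyme with vehicle and -100% = no enzyme basal signal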
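Enzyme source: human spleen homogenate, 1 ug/well. Buffer 50 mM citric acid/K phosphate pH 5.0, 0.01% Tween-20. 4-MU-alpha-glucoside 1 mM; 37 C x 40 min; NaOH/glycine stop; fluorescence.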
IMPase Li cell: membrane-permeable IMPase blocker, potentiated with lithium | CHO-M1 cells, IP1 TR-FRET (IP-One), carbachol + lithium | actives 0.35% (n = 210,000) | Potency, µM (doses to about 59.4 µM), without a hit: at the highest dose activity, negative = IMPase inhibition, usual class: inhibitors;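 note: IP1 builds up when IMPase is blocked and the TR-FRET signal falls; plate controls were basal vehicle for no effect and high inhibitor control for full effect; nearly all actives have a fitted effect of over 50% in size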
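CHO cells stably expressing M1 receptor (2000/well) were cultured 16–30 h, then exposed to compounds with a small lithium addition for 30 min at 37C. IP1 was measured by TR-FRET competition; AC50 from Hill fits.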
GAA glycogen mod: alters human alpha-glucosidase cleavage of glycogen; actives 0.38% (n = 300,000); Potency, µM (titrated, usually from 76.4 µM), inactives show at the highest dose activity change, negative = inhibition, actives largely listed as inhibitors; recombinant GAA, glycogen substrate, Amplex Red glucose oxidase fluorescence; AID 2100;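 note: 0% = full enzyme reaction and -100% = no-enzyme basal signal; the screen sought inhibitors and activators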
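qHTS, 1536-well; enzyme 4 nM final; cpd up to 77 uM; substrate bovine liver glycogen 30 ug; 50 mM citrate/phosphate pH 5.0, 0.01% Tween-20; 37 C, 40 min; Amplex Red detection 45 min RT; Hill fit → AC50.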
HTT aggregate: reduces HttQ103-GFP aggregates in PC12 cells. actives 1.1% (n = 220,000). AID 1688. Potency, µM (titrated, usually from 46.1 µM), for the others: at the top dose activity change, negative = inhibition, usual class: inhibitors. PC12 HttQ103-GFP aggregates, Acumen cytometry, 40 h; note: % is set by controls: 0 for no effect and ±100 for the full control effect; nearly all actives have a fitted effect of over 60% in size
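Huntingtin Q103 exon 1–GFP aggregates in induced PC12 cells (100 nM tebufenozide) were quantified by cytometry from lysates, with compounds dosed in titration.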
HTT ATP protect: cytoprotection in Huntington HTT-Q103 PC12 cell model | Potency, µM (titrated, usually from 56.4 µM), for the others: cytoprotection (ATP increase), hits mostly activators | actives 0.14% (n = 230,000) | AID 1471 | PC12 HTT-Q103 induced, cytoprotection, ATP luminescence, 40 h;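 note: % of control where 0% means no effect; nearly all actives have a fitted effect of over 45% in size; toxic huntingtin expression switched on by the ecdysone agonist tebufenozide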
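Huntington model: PC12 line, ecdysone-inducible HTTQ103 exon1–GFP, tebufenozide 100 nM. Test articles in a dose series. Endpoint luminescence from cellular ATP.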
GAA inhib: blocks human lysosomal alpha-glucosidase; P10253; purified human GAA, 4-MU-alpha-glucoside fluorescence; Potency, µM (top dose mostly 76.9 µM), for inactives: top-dose activity change, negative = inhibition, actives largely listed as inhibitors; actives 0.005% (n = 200,000);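 note: plate controls were uninhibited enzyme wells for no effect and no-enzyme background for full effect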
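Human enzyme at 4 nM with 400 uM 4-methylumbelliferyl-alpha-D-pyranoside, citrate/phosphate buffer pH 5.0, 0.005% Tween-20, 20 min at room temperature. Compounds up to 77 uM. 4-MU fluorescence (Ex 365/Em 440) read after NaOH/glycine stop; AC50 from Hill fit.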
* = called active by the depositor; ? = inconclusive; nt = not tested or not shown; & = joins results of further samples; [ ] = dose if it differs, or a comment. Unless noted, calls come from the whole dose curve; as a rule, active = well fitted curve in the direction sought with a large enough effect; inconclusive = small, poorly fitted or top-dose-only effect, or another doubt; inactive = no such curve, though single readings can be large; an effect the other way counts as inactive or inconclusive. Potency is the fitted concentration of half-maximal effect. This is a subset; rates above refer to the full screens.

SMILES	RGS12 GoLoco inh	GAA spleen mod	IMPase Li cell	GAA glycogen mod	HTT aggregate	HTT ATP protect	GAA inhib
CC(C)CCNC(=O)c1ccc2c(SCC(=O)O)c3c(nc2c1)CCCC3	10%	-3%	-6%	0%	22%	nt	-6%
O=C(CSc1nn(-c2ccccc2)c(=S)s1)Nn1cnnc1	-5%	-4%	8%[38.3 µM]	4%	10%	-4%	-3%
CCc1sc(NC(=O)C(C)C)nc1-c1ccccc1	6%	-2%	13%	-4%	-2%	-31%[inhibitor]	13%
Nc1ccccc1Nc1cc(-c2ccccc2)nn1-c1ccccc1	10%	-5%	7%	?	2%	4%[10 µM]	-11%
N#CC(C#N)=Cc1ccc(OCC(=O)N2CCOCC2)cc1	11%	-18%	4%	2%	1%	-50%[inhibitor]	-10%
Cc1ccc(NC(=O)c2ccc(OC(=O)COc3ccc(Cl)cc3C)cc2)cc1	4%	-3%	-4%	3%	-5%	-9%[10 µM]	-11%
CCOc1ccc2nc3sc(C(=O)N4CCOCC4)c(N)c3cc2c1	1%	6%	5%	23%	-10%[9.22 µM]	-23%[10 µM]	-7%
CC1CCN(Cc2cc(=O)oc3ccc4ccccc4c23)CC1	-2%	0%	nt	-1%	8%[9.22 µM]	13%[10 µM]	nt
Cn1c(NNC(=O)CCC2CCCCC2)cc(=O)n(C)c1=O	-3%	-2%	5%	-28%	2%	nt	4%
COc1cc(S(=O)(=O)NCC2OCCc3ccccc32)ccc1-n1cnnn1 (stereo not drawn)	-2%	1%	17%[38.3 µM]	9%	?	11%	-4%
COc1cc(C2CC(C(F)(F)F)n3ncc(C(=O)O)c3N2)cc(OC)c1OC (stereo not drawn)	12%	-8%	5%[38.3 µM]	-1%	-2%	15%	-4%
CC[C@@]1(O)C(=O)COc2c1cc1n(c2=O)Cc2c-1nc1cccc(C(C)C)c1c2[Si](C)(C)C	40%[activator]	-2%	-24%	nt	nt	-100%[inhibitor]	nt
COC(=O)c1sccc1NN1C(=O)c2ccccc2C1=O	2%	-19%	nt	-20%	-15%[9.22 µM]	12%[10 µM]	-1%
O=c1oc2ccccc2c(O)c1/C=C1\C=Nc2ccccc21	3%	-4%	0%[38.3 µM]	-3%	-1%	1%	9%
Cc1nn2cc(-c3ccc(N)cc3)nc2s1	1%	-10%	17%[38.3 µM]	-2%	9%	-62%[inhibitor][10 µM]	-3%
COc1ccc(S(=O)(=O)Nc2cccc(C)n2)c2ccccc12	0%	-6%	19%[38.3 µM]	6%	-3%	7%	-2%
Cc1nc2sc3c(O)cc(=O)[nH]c3c2c(C)c1C	6%	2%	-3%[38.3 µM]	0%	8%	1%[10 µM]	-1%
COCCNC(=O)c1ccc2c3n(nc2c1)-c1ccc(C)cc1CO3	21%	0%	nt	0%	35%[9.22 µM]	-18%[10 µM]	nt
COc1cc(/C=N\NC(=O)c2ccc(Cn3cc(Br)c([N+](=O)[O-])n3)o2)cc(OC)c1O	6%	-10%	9%	-1%	-8%	nt	?
CC(C)Cn1c(O)c(N=NC(=O)c2cccc(S(=O)(=O)N3CCCCC3)c2)c2ccccc21	13%	2%	-1%	1%	?	1%[10 µM]	-16%
COc1ccc2c(c1OC)C(=O)OC2Nc1nc(-c2cc3cc([N+](=O)[O-])ccc3oc2=O)cs1 (stereo not drawn)	8%	-7%	4%	15%	-12%	-4%[10 µM]	-13%
O=C(O)c1ccc2nc(CO)[nH]c2c1	-8%	-4%	12%[38.3 µM]	2%	9%	5%[10 µM]	0%
O=C(Nc1nccs1)C12CC3CC(C1)CC(C(=O)Nc1nccs1)(C3)C2	2%	-5%	4%[38.3 µM]	-8%	-28%	-10%	-1%
Cc1ccc(NC(=O)CCC(=O)OCCCC(F)(F)C(F)(F)F)cc1	8%	-6%	-1%[38.3 µM]	1%	8%	10%	-2%
O=C(CSc1nnc(CNC(=O)c2ccco2)o1)NC1CCCC1	0%	1%	-16%[38.3 µM]	-4%	-2%	-14%	-11%

Structures listed so far that have a thiophene ring, fused or not, in the order listed:
SMILES	RGS12 GoLoco inh	GAA spleen mod	IMPase Li cell	GAA glycogen mod	HTT aggregate	HTT ATP protect	GAA inhib
CCOc1ccc2nc3sc(C(=O)N4CCOCC4)c(N)c3cc2c1	1%	6%	5%	23%	-10%[9.22 µM]	-23%[10 µM]	-7%
COC(=O)c1sccc1NN1C(=O)c2ccccc2C1=O	2%	-19%	nt	-20%	-15%[9.22 µM]	12%[10 µM]	-1%
Cc1nc2sc3c(O)cc(=O)[nH]c3c2c(C)c1C	6%	2%	-3%[38.3 µM]	0%	8%	1%[10 µM]	-1%

More records
SMILES	RGS12 GoLoco inh	GAA spleen mod	IMPase Li cell	GAA glycogen mod	HTT aggregate	HTT ATP protect	GAA inhib
CCn1nnnc1SCC(=O)c1cc(Cl)ccc1OC	17%	-3%	1%	8%	6%[9.22 µM]	15%[10 µM]	13%
CC(=C1C(=O)c2ccccc2C1=O)N1CCN(c2ccccn2)CC1	26%	-3%	15%[38.3 µM]	-2%	-14%	5%	-12%
Cc1nn(C(C)C(=O)Nc2ccc3c(c2)OCO3)c(C)c1[N+](=O)[O-] (stereo not drawn)	-7%	2%	3%	-7%	6%[9.22 µM]	32%[10 µM]	nt
Cc1ccc2sc(-c3ccc(NC(=O)/C=C\C(=O)O)cc3)nc2c1	27%	1%	-2%	13%	-3%	-147%[inhibitor]	?
NS(=O)(=O)c1ccc(N/N=C/c2cn(-c3ccccc3)nc2-c2cccs2)cc1	nt	-2%	nt	-21%	-23%	-15%[10 µM]	10%
COc1ccc(CNC(=O)Cn2ncn3c(cc4ccccc43)c2=O)cc1	8%	5%	nt	-3%	-27%[9.22 µM]	0%[10 µM]	nt
COc1ccc(S(=O)(=O)CC2(O)CCN(C(=O)CC(C)C)CC2)cc1	-10%	1%	-4%	3%	8%	-3%[10 µM]	9%
Cc1ccc(-c2csc(N3C(=N)SCC3=O)n2)cc1	5%	7%	nt	-16%	1%[9.22 µM]	-10%[10 µM]	nt
O=C(NCc1cccnc1)c1ccc(S(=O)(=O)N2CCCCC2)cc1	-5%	-5%	28%[38.3 µM]	-3%	-31%	0%	-11%
C=CCNC(=S)NNC(=O)COc1c(Cl)cc(Cl)cc1Cl	11%	-3%	1%	7%	7%	11%[10 µM]	2%
COc1cc(C)c(Cl)c(C)c1S(=O)(=O)NCc1cccnc1	-11%	3%	10%[38.3 µM]	6%	-16%[9.22 µM]	-7%	0%
O=C(NCc1ccc2c(c1)OCO2)c1ccc(Cl)nc1	4%	8%	-4%	1%	-15%	-6%	-4%
CCCCc1n(CC(=O)c2ccc(Cl)cc2)c2ccccc2[n+]1C	-5%	-1%	10%	26%	-26%	2%[10 µM]	1%
CN(C)CCn1c(=O)n(Cc2ccco2)c(=O)c2c3c(sc21)CCCCC3	12%	-3%	20%[38.3 µM]	0%	-9%	-2%	-14%
O=C(CCCCn1c(=O)c2ccccc2n(Cc2ccccc2)c1=O)NC1CCN(Cc2ccccc2)CC1	-10%	-2%	18%	-6%	-7%	-56%[inhibitor]	-6%
COc1ccc(N2CCN(C(=O)CSc3ccccc3)CC2)cc1	-2%	8%	-7%[38.3 µM]	1%	8%	-9%	5%
OCCC1CN(Cc2nc(-c3ccccc3)cs2)CCN1CCc1ccccc1 (stereo not drawn)	7%	5%	9%	-16%	0%[9.22 µM]	-2%[10 µM]	nt
COc1ccccc1NC(=S)NC(NC(C)=O)C(Cl)(Cl)Cl (stereo not drawn)	4%	-8%	nt	-1%	4%[9.22 µM]	15%[10 µM]	nt
CS(=O)(=O)N(CC(=O)Nc1ccc(C(N)=O)cc1)C1CCCCC1	-1%	-15%	21%[38.3 µM]	6%	0%	?	2%
COc1ccc(CCN(C)CC(=O)Nc2cc(C)nc3ccccc23)cc1OC	-3%	-5%	nt	-1%	-1%[9.22 µM]	12%[10 µM]	-7%[15.4 µM]
O=C(NCC1CCCN(Cc2ccc3nonc3c2)C1)c1cccc(C(F)(F)F)c1 (stereo not drawn)	7%	0%	-9%	-5%	-3%[9.22 µM]	37%[10 µM]	-1%
COc1ccc(C2CC(c3ccccc3)=NN2c2ccc(N)cc2)cc1 (stereo not drawn)	220%[activator]	10%	0%	-3%	-21%	nt	?
O=C(COc1ccc(Br)cc1)N(Cc1ccccc1)c1ccccn1	27%	-3%	3%	8%	9%	nt	8%
COC(=O)/C=C(\C)NC(=O)c1ccc(F)cc1	-5%	3%	-5%[38.3 µM]	2%	-13%[9.22 µM]	15%	8%
COc1ccccc1C(=O)Nc1nc2nc(-c3ccccc3)cc(=O)n2[nH]1	17%	-10%	22%[38.3 µM]	14%[76.3 µM]	10%	21%	-2%

More compounds follow:
SMILES	RGS12 GoLoco inh	GAA spleen mod	IMPase Li cell	GAA glycogen mod	HTT aggregate	HTT ATP protect	GAA inhib
CC(NC(=O)c1cc(S(=O)(=O)N(C)C)ccc1N1CCCC1)C1CC2CCC1C2 (stereo not drawn)	27%	3%	14%	-2%	3%	-35%[inhibitor]	1%
COC(=O)[C@@]1(Cc2ccc(F)cc2)[C@H]2c3cc(C(=O)N4CCCC4)n(CCO)c3C[C@H]2CN1C(=O)c1ccccc1	7%&-14%	2%&-2%	-1%&-11%	8%	11%	-1%	?
COc1ccccc1N1CCN(C(=O)CSc2nnc(NC(=O)C3CC3)s2)CC1	-5%	-2%	-10%[38.3 µM]	-5%	20%	-9%[10 µM]	1%
CCNC(=O)COC(=O)c1cc(-c2ccccc2)nn1-c1ccccc1	-3%	2%	17%	nt	11%	-13%	6%
Cc1cccc(-n2c(SCc3ccc([N+](=O)[O-])cc3)nnc2-c2c[nH]c3ccccc23)c1	-8%	-6%	6%	6%	-31%	-4%	?
Cc1cc(Nc2nc3ccccc3nc2Cl)n(-c2ccccc2)n1	7%	-1%	1%[38.3 µM]	-4%	?	-80%[inhibitor]	-2%
CC(OC(=O)c1cccc(S(=O)(=O)Nc2cccc(C(F)(F)F)c2)c1)C(=O)Nc1ccc2c(c1)OCCO2 (stereo not drawn)	44%[activator]	-3%	18%	-8%	-14%	29%[10 µM]	-12%
O=C(CCc1ccccc1)Nc1ccccc1	22%	1%	-4%	-7%	?	?	5%
CCOC(=S)SCC(=O)Nc1nc(C)c(C)s1	-1%	0%	nt	-7%	-17%[9.22 µM]	6%[10 µM]	nt
CCCn1c2ccccc2c2nc3ccccc3nc21	2%	-18%	19%[38.3 µM]	0%	0%	-8%[0.074 µM]	-5%
CCn1nc(C)c(NC(=O)c2ccc(Cl)cc2)c1C	-3%	-1%	0%	-3%	25%	-9%[10 µM]	3%
Cc1ccc(SCc2cc(-c3ccc(Cl)cc3)on2)cc1	4%	6%	22%[38.3 µM]	2%	7%	17%[10 µM]	3%
